# DRD3 agonist: activates the human D3 dopamine receptor. P35462. D3R DiscoveRx beta-arrestin cells, luminescence, 90 min. max activation, %. actives 0.58% (n = 410,000). AID 652048; in the data active = max activation above about 30%; note: 0% is about no effect; mostly tested at two doses, the higher about 12 µM
# Target sequence (P35462 whole entry, looked up): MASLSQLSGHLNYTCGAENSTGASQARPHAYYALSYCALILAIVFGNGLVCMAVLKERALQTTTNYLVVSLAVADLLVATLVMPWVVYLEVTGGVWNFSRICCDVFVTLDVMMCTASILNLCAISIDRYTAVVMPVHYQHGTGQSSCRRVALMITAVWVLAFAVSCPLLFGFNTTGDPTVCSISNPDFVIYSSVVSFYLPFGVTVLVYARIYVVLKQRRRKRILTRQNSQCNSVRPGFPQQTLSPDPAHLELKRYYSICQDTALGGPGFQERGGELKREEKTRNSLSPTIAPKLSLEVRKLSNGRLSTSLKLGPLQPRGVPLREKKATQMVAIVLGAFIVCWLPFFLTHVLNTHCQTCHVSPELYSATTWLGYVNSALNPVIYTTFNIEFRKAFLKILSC
#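 Agonist mode: compounds and dopamine controls were applied to plated cells for 90 min at 37 degrees C after an overnight attachment at 1500 cells/well. Luminescent read-out followed 30 - 60 minutes at room temperature with DiscoveRx detection reagent.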
# PTHR1 ag: PTHR1 (human) receptor agonism; Potency, µM (titrated, usually from 115 µM), for the others: at the highest dose activation, usual class: activators; Q03431; AID 743266; actives 0.075% (n = 410,000); HEK293 GP2 PTHR1 cells, GloSensor cAMP luminescence, 1 h; active = well fitted activation curve with a large enough effect; note: potency is the fitted concentration of half-maximal effect; nearly all actives have a fitted effect of over 55% in size; some results filed as inactive show a strong effect at the top dose; inactives centre near -15; many of its hits are not listed in these tables
# Target sequence (Q03431 whole entry, looked up): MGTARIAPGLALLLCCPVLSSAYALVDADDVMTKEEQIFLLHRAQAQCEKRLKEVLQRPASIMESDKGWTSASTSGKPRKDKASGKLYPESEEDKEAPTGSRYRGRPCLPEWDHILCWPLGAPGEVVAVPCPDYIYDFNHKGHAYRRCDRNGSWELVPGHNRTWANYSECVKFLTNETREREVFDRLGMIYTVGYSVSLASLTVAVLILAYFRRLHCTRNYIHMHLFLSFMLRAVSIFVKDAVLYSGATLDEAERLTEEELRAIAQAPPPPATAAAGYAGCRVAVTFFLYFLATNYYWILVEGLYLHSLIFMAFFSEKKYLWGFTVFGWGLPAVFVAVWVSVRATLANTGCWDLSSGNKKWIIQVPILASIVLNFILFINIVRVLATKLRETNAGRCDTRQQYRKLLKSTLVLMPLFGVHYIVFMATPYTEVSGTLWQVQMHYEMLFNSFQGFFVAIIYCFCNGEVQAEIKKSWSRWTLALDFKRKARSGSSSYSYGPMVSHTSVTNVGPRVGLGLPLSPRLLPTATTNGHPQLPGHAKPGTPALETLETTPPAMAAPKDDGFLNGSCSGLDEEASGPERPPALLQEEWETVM
#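 HEK-293-derived GP2 cells expressing PTHR1 and a GloSensor cAMP reporter, 3,000/well, plated overnight, given luciferin plus IBMX (each 0.5 mM as added) for 1 h at 37 °C, then compound for 1 h at 37 °C. Luminescence was read after 15 min at room temperature.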
# An asterisk follows results filed as active; i = inactive; [ ] = remark or other dose.
# Each structure is followed by: DRD3 agonist, PTHR1 ag
> O=C(COc1ccc2ccccc2c1)NC1CC(=O)N(c2ccc(F)cc2)C1 (stereo unspecified)
 : 4, -41%[inhibitor]
> Cn1c(=O)c2sccc2n2c(CCCC(=O)NCc3ccccc3)nnc12
 : 1, i
> CCc1ccccc1N(C)C(=O)Cc1c(C(=O)O)c(C)cn1C
 : -2, i
> CCc1nnc2c3ccccc3nc(Nc3ccc(C(C)=O)cc3)n12
 : 9, -9%
> CCn1c(=O)c2sccc2n2c(CCC(=O)Nc3ccc(OC)cc3OC)nnc12
 : 4, -8%
> CCC(Sc1nc2cc3c(cc2c(=O)n1CCCCCC(=O)NCc1ccc2c(c1)OCO2)OCO3)C(=O)NCCCOC (stereo unspecified)
 : 11, -13%
> CCn1ccc2c(OCC(=O)Nc3ccc(C(C)=O)cc3)cccc2c1=O
 : 1, i
> COc1ccc(OC)c(Nc2ncnc3c2cnn3-c2ccc(C)cc2)c1
 : 5, -7%
> Cc1ccc2oc(=O)c3cnn(CC(=O)N(C)c4ccc(F)cc4)c3c2c1
 : -8, -14%
> COc1ccc(CCNC(=O)CCN2N=C(c3ccccc3)CCC2=O)cc1OC
 : 3, i
> CCOc1ccc(Cn2c(CNS(=O)(=O)c3cccs3)nc3cccnc32)cc1
 : 8, -22%
> CCOc1ccc(-c2nc3c(c(SCC(=O)N4CCCCC4)n2)Cc2ccccc2O3)cc1
 : 4, -39%[inhibitor]
> CCc1ccc2nc(N3CCN(C(=O)c4ccco4)CC3)sc2c1
 : 9, -28%
> Cc1cc(C)cc(NC(=O)Cn2c(C(F)(F)F)nc3ccccc32)c1
 : 4, -5%
> Cc1ccc(CSc2oc(-c3ccco3)nc2S(=O)(=O)c2ccc(C)cc2)cc1
 : 14, -16%

# Later entries
# Each structure is followed by: DRD3 agonist, PTHR1 ag
> CCN(CC)C(=O)c1sc(NC(=O)C(C)Sc2nc(-c3ccccc3)cc(C(F)(F)F)n2)c(C(=O)OC)c1C (stereo unspecified)
 : -8, -3%
> Cc1cc2[nH]c(=O)c(=O)[nH]c2cc1S(=O)(=O)Nc1cccc(C(F)(F)F)c1
 : 5, 25%
> CCOc1ccc2c(c1)NC(c1ccc(OCC)c(OCC)c1)=NC(c1ccc(F)cc1)=N2
 : 4, i
> Cn1c(=O)c2c(-c3ccccc3)n3c(c2n(C)c1=O)C(c1cc(Cl)ccc1O)Nc1ccccc1-3 (stereo unspecified)
 : 20, -29%
> O=C(CCS(=O)(=O)c1nc(-c2ccc3c(c2)OCO3)cc(C(F)(F)F)n1)Nc1ccc(F)c(Cl)c1
 : -24, -93%[inhibitor]
> Cc1ccc2oc(-c3cc(NC(=O)c4ccco4)ccc3Cl)nc2c1
 : -1, i
> CCSc1ncc(Cl)c(C(=O)Nc2nc3ccc(OC)cc3s2)n1
 : 10, -4%
> COc1ccc(Nc2ncnc3c2cnn3-c2cc(Cl)ccc2C)cc1OC
 : -7, -27%
> CCCN1CCN(CCCNC(=O)Cn2nc(CC)n3c(cc4occc43)c2=O)CC1
 : -25, 12%
> COc1cc(/C=C/c2nc(C#N)c(NC3CCCCC3)o2)cc(OC)c1OC
 : 9, -50%[inhibitor]
> CCCCn1c(COc2cccc(OC)c2)nc2ccccc21
 : 7, 10%
> COc1cc(OC)cc(C(=O)NCC(c2cccs2)S(=O)(=O)c2ccc(F)c(C)c2)c1 (stereo unspecified)
 : -4, -18%
> COCCCNC(=O)CCCn1c(=O)c2cccn2c2cccnc21
 : -25, i
> CCCCOc1ccc(C(=O)NCC2(N3CCN(C)CC3)CCCCC2)cc1
 : 1, -15%
> Cc1ccc(Cl)cc1N1CCN(C(=O)CCSCc2ccccc2F)CC1
 : -21, -49%[inhibitor]

# (cont.)
# Each structure is followed by: DRD3 agonist, PTHR1 ag
> O=C(Cc1ccc(Cl)cc1)Nc1ccc2oc(-c3ccc(F)cc3)nc2c1
 : 3, -14%
> CC(C)Oc1ccc(C(=O)N2CCCCC2CCN2CCCCC2)cc1 (stereo unspecified)
 : -7, -10%
> Cc1cc(C)c2oc(C(=O)Nc3nc4ccc(Cl)cc4s3)cc(=O)c2c1
 : 8, i
> Fc1ccc(-n2ncc3c(NCCCc4ccccc4)ncnc32)cc1
 : -4, -16%
> COc1ccc(NC(=O)c2cc3nc(-c4ccc(Cl)c(Cl)c4)cc(C(F)(F)F)n3n2)c(OC)c1
 : 3, i
> CC(C)Cn1c(=O)c2ccccc2n2c(CCC(=O)NCc3ccc(Cl)cc3)nnc12
 : 9, i
> Cc1ccc(Cl)cc1NC(=O)CN1C(=O)C(C)(C)c2cc(S(=O)(=O)N3CCCCC3)ccc21
 : -3, -1%
> Cc1cc(N2CCN(C)CC2)nc2ccc(NC(=O)Nc3ccccc3)cc12
 : -5, i
> CCCc1cc(=O)[nH]c2nnc(SC(C)CC)n12 (stereo unspecified)
 : 5, 29%
> O=C1Nc2c(c(=O)[nH]c(=O)n2-c2ccc(F)cc2)C1(NS(=O)(=O)c1ccc(Cl)cc1)C(F)(F)F (stereo unspecified)
 : 7, -7%
> O=S(=O)(c1ccccc1)c1nc(-c2ccc(F)cc2)oc1N1CCCCCC1
 : -10, -15%
> CCOc1ccccc1N(CC(=O)N1CCc2ccccc2C1)S(=O)(=O)c1ccccc1
 : -2, -3%
> COC(=O)c1ccccc1NC(=O)c1cc(C)nc2c1c(C)nn2-c1ccc(C)cc1
 : 13, i
> COc1ccc(-c2nc3sc(CCNC(=O)C(=O)Nc4ccccc4C#N)c(C)n3n2)cc1
 : -13, -11%
> Cc1cc(NC(=O)c2ccccc2Cl)ccc1NC(=O)c1ccccc1
 : -10, -31%[inhibitor]

# (list continues)
# Each structure is followed by: DRD3 agonist, PTHR1 ag
> Cc1ccc2scc(N3CCc4ccccc4C3)c(=O)c2c1
 : -18, -31%[inhibitor]
> CC1=C(c2ccc(C)c(C)c2)S(=O)(=O)N=C1N1CCC(C(=O)NC(C)Cc2ccco2)CC1 (stereo unspecified)
 : -3, -7%
> COc1ccc(Cl)cc1NC(=O)COc1cccc2c(=O)n(C)ccc12
 : 3, i
> CCOc1ccc(N2CC(NC(=O)c3ccco3)CC2=O)cc1 (stereo unspecified)
 : 4, -23%
> CCNC(=O)c1c(NC(=O)Cc2coc3ccc(CC)cc23)sc2c1CCCC2
 : 9, 4%
> COc1cccc(N2CCN(C(=O)CCn3nc(C)c(S(=O)(=O)N4CCCC4)c3C)CC2)c1
 : -3, i
> COc1cccc(C2=C(C(C)=O)Sc3nncn3N2C(C)=O)c1
 : 0, i
> COc1cccc(CNC(=O)c2cccc(-n3c(C)nc4cccnc43)c2)c1OC
 : 0, -9%
> CCn1c2ccccc2c2cc(NC(=O)COc3cccc(C)c3)ccc21
 : 27, i
> O=C(CSc1nnc(CNC(=O)c2cccc(F)c2)n1-c1ccccc1)Nc1ccccc1F
 : -5, -24%
> Cc1nc2sc(C(=O)N(C)Cc3ccccc3)c(NC(=O)c3ccccc3)c2c(C)c1Cl
 : 7, i
> O=C(NCCSCc1c(F)cccc1Cl)C1CCN(S(=O)(=O)Cc2ccccc2)CC1
 : 4, i
> O=C(CSc1nccn1Cc1ccc(Cl)cc1)Nc1nc2ccccc2s1
 : -1, -2%
> COc1ccc(Cn2c(SCc3ccc(C(=O)NC(C)c4ccccc4)cc3)nc3cccnc32)cc1 (stereo unspecified)
 : -1, i
> Cc1cccc(CCNC(=O)Cn2ncc3c(=O)oc4ccccc4c32)c1
 : -12, -26%

# Next part:
# Each structure is followed by: DRD3 agonist, PTHR1 ag
> CC(=O)N1CCCc2cc(S(=O)(=O)N3CCCC(C(=O)Nc4cc(Cl)ccc4C)C3)ccc21 (stereo unspecified)
 : 2, -61%[inhibitor]
> O=C(CCCn1c(=O)c2cccn2c2ccc(F)cc21)NCc1ccc(Cl)cc1
 : 2, i
> Cc1ccc(N2CC(NC(=O)C3CCCC3)CC2=O)cc1C (stereo unspecified)
 : 2, i
> COc1ccc(NC(=O)c2nc(-c3ccc(C)cc3)n3c2CCCCC3)cc1
 : -7, -2%
> COC(=O)c1ccc(Cl)cc1NC(=O)Nc1nnc(N2CCCC2)s1
 : 2, i
> Cn1ccc2cc(S(=O)(=O)N3CCC(C(=O)NCCc4ccccc4)CC3)ccc21
 : 9, 3%
> CCc1c(C)sc2c1CCN(C(=O)Nc1cc(C)ccc1OC)C2c1ccc(F)cc1 (stereo unspecified)
 : -6, -27%
> O=C(NCCc1ccc(Cl)cc1)C(=O)NCC(c1cccs1)S(=O)(=O)c1ccccc1 (stereo unspecified)
 : -9, -74%[inhibitor]
> O=C1CC(c2ccc(F)cc2)c2c(n3c(nc4ccccc43)[nH]c2=O)N1 (stereo unspecified)
 : 1, -7%
> CCOC(=O)c1c(C)c(-c2ccccc2)n(CC(=O)NCCc2cccc(C)c2)c1C
 : 3, i
> CCCN1C(=O)C(O)(CC(=O)c2ccc(C(C)C)cc2)c2ccccc21 (stereo unspecified)
 : -7, -77%[inhibitor]
> COc1cc(OC)c(C(=O)NCc2nc(-c3ccccc3)no2)cc1OC
 : -3, i
> O=C(c1cccs1)c1cn(CCOc2ccccc2Cl)c2ccccc12
 : 2, -17%
> O=C(Cn1c(=O)nc(-c2ccccc2F)c2cc(Cl)ccc21)Nc1ccccc1C(F)(F)F
 : 2, -7%
> Cn1c(=O)c2c(ncn2CC(=O)Nc2cccc(Cl)c2Cl)n(C)c1=O
 : 7, i

# Later entries.
# Each structure is followed by: DRD3 agonist, PTHR1 ag
> O=C(C1COc2ccccc2O1)N1CCN(c2nc3ccc(F)cc3s2)CC1 (stereo unspecified)
 : 0, -46%[inhibitor]
> Cc1c(NC(=O)c2ccc(Cl)cc2)cc(C(C)C)c(O)c1S(=O)(=O)c1ccc(Cl)cc1
 : 7, -14%
> COCCn1c(SCC(=O)c2ccc(C)cc2)nc2cc(C(=O)NC3CCCC3)ccc2c1=O
 : -3, -24%
> CCOc1ccc(CNC(=O)Cn2cc3c(n2)-c2c(oc(C(=O)N4CCOCC4)c2C)CC3)cc1
 : 14, -37%[inhibitor]
> CCOc1ccc(CCNC(=O)NCc2noc3ccc(C)cc23)cc1
 : 8, i
> Cc1c(C(=O)N(Cc2ccc(N(C)C)cc2)Cc2ccco2)oc2cc(Br)ccc12
 : -16, -24%
> COc1ccccc1NC(=O)c1oc2ccccc2c1NC(=O)c1c(F)cccc1F
 : -6, i
> COc1ccc(-c2cc3ccc(O)c(CN4CCCCC4C)c3oc2=O)cc1OC (stereo unspecified)
 : -18, i
> COc1ccccc1-c1cc2nc(C)c(CCC(=O)O)c(C)n2n1
 : 1, -11%
> CC(=O)N1CCCc2cc(S(=O)(=O)N3CCCC(C(=O)Nc4ccc(F)cc4F)C3)ccc21 (stereo unspecified)
 : -11, -73%[inhibitor]
> O=C(CS(=O)(=O)c1cccc2nsnc12)N1CCN(c2ccccc2)CC1
 : -15, -3%
> CCN(C(=O)CCS(=O)(=O)c1cc2[nH]c(=O)c(=O)[nH]c2cc1C)c1ccccc1
 : -9, -12%
> CC1=Nc2cc(C(=O)NC3CCCC3)ccc2Sc2ccc(Br)cc21
 : -4, -14%
> Cc1cccc(Oc2nc3ccccn3c(=O)c2/C=C(\C#N)c2nc3ccccc3s2)c1C
 : 2, i
> CC(=O)Nc1nonc1-c1nnc(SCC(=O)Nc2ccc(C)c(Cl)c2)n1C
 : 5, -49%[inhibitor]

# Remaining list, next part:
# Each structure is followed by: DRD3 agonist, PTHR1 ag
> CCOc1ccc(-n2c(=O)c3c(C)c(C)sc3n(CC(=O)N(CC)Cc3ccccc3)c2=O)cc1
 : 9, -6%
> Cn1c(NCCO)nc2c1c(=O)n(Cc1cccc(F)c1)c(=O)n2C
 : 0, i
> O=C(NCc1ccccc1Cl)c1cnc2sc(N3CCCCC3)nn2c1=O
 : 5, -8%
> Cc1ccc2sc(N3CCN(C(=O)CCS(=O)(=O)c4ccc(F)cc4)CC3)nc2c1C
 : 1, -7%
> Cc1ccc(S(=O)(=O)NCc2ccc(C(=O)NCCc3cccc(C)c3)cc2)cc1
 : -3, i
> CCCN(CCC)CCCNC(=O)c1cc2c(=O)oc3ccc(C)cc3c2s1
 : -6, -3%
> CCOC(=O)c1c(NC(=O)CSc2cn(CCNC(=O)c3ccc(OCC)cc3)c3ccccc23)sc2c1CCCC2
 : 3, -14%
> CCCCCn1c(NCc2ccc(OC)cc2)nc2ccccc21
 : -29, -39%[inhibitor]
> CCc1ccc(C2=CC(c3cccc(C)c3)n3c(nc4ccccc43)N2)cc1 (stereo unspecified)
 : -18, -62%[inhibitor]
> CCOc1cc(/C=C(\C#N)C(=O)Nc2ccc(OC)cc2)ccc1OCc1cc(=O)n2nc(CC)sc2n1
 : -3, -22%
> CCOc1ccc(N(CC)C(=O)c2cc3c(s2)-c2ccc(Cl)cc2SC3)cc1
 : -2, i
> Fc1ccc(NCc2ccccc2-c2nnc(-c3ccccc3Cl)o2)cc1
 : 4, i
> Cc1cccc(C)c1NC(=O)CS(=O)(=O)c1nc(-c2ccc(Cl)cc2)cn1-c1ccccc1
 : -24, i
> CCN(C(=O)CSc1nc2ccccc2c2nc(CCn3c(C)nc4ccccc43)nn12)c1cccc(C)c1
 : 1, i

# Laid out differently: 3 of the compounds above
CCOC(=O)c1c(NC(=O)CSc2cn(CCNC(=O)c3ccc(OCC)cc3)c3ccccc23)sc2c1CCCC2
  DRD3 agonist: 3	PTHR1 ag: -14%
Cc1cccc(C)c1NC(=O)CS(=O)(=O)c1nc(-c2ccc(Cl)cc2)cn1-c1ccccc1
  DRD3 agonist: -24	PTHR1 ag: i
CCOc1ccc(N(CC)C(=O)c2cc3c(s2)-c2ccc(Cl)cc2SC3)cc1
  DRD3 agonist: -2	PTHR1 ag: i

# An excerpt, so the mix of outcomes need not match the whole.
